Screening results: PubChem BioAssay, National Center for Advancing Translational Sciences (NCATS)
GLA spleen mod: inhibitors or activators of human alpha-galactosidase in spleen homogenate | P06280 | human spleen homogenate, 4MU-alpha-Gal fluorescence, 40 min | Potency, µM (top dose mostly 80 µM), for the others: at the top dose activity change, negative = inhibition, most hits filed as inhibitors | 240,000 tested, 0.008% active | AID 2107;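 also: 0% = enzyme with vehicle and -100% = no enzyme basal signal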
Target sequence (P06280 32-429 limits assumed): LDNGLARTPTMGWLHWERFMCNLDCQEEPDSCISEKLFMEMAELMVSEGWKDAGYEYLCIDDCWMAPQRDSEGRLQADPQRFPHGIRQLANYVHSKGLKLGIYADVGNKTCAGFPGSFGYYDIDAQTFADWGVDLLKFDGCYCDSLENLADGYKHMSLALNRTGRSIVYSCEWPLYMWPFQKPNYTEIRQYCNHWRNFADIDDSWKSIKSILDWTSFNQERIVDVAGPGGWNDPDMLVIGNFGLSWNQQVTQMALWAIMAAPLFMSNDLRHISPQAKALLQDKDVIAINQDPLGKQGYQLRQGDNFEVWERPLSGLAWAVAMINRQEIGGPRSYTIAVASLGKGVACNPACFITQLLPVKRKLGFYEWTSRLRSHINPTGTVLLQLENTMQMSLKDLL
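Spleen homogenate 1 ug + cpd (titration) + 4-MU-alpha-D-galactopyranoside 1 mM; 37C 40 min; 50 mM citrate/phosphate pH 5.0, 0.01% Tween-20; stop pH 10; fluorescence 365/440; AC50 via Hill.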
ALDH1A1 inh: ALDH1A1 (human) enzyme inhibition; AID 1030; Purified ALDH1A1, NADH fluorescence, propionaldehyde substrate; 220,000 tested, 7.3% active; Potency, µM (titrated, usually from 75.3 µM), inactives show top-dose activity, negative = inhibition, usual class: inhibitors; P00352; active = well fitted inhibition curve with a large enough effect, not every such curve was filed as active; inconclusive = small, poorly fitted or top-dose-only effect, or another doubt; inactive = no such curve, though single readings can be large or run the other way;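 also: plate controls were no enzyme wells and a reference inhibitor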
Target sequence (P00352 whole entry, looked up): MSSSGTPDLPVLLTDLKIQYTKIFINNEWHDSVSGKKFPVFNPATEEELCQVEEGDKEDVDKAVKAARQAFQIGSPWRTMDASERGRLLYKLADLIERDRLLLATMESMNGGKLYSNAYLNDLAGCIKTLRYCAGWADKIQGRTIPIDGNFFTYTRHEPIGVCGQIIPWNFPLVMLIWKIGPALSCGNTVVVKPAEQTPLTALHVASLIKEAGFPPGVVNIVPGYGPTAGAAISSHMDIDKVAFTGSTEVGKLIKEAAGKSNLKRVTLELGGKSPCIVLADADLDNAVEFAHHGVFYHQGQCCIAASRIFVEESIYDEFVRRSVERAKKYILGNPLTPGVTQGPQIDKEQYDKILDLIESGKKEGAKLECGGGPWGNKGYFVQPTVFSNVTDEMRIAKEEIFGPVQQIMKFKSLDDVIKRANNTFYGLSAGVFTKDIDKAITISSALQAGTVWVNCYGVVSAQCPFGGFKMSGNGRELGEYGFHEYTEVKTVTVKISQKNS
Tau fluor counter: counter-screen for tau fibril formation inhibitors; AID 1463; Potency, µM (top dose mostly 57.7 µM), for the others: top-dose activity change, negative = decrease; tau K18 P301L (four-repeat tau fragment) Alexa594 fluorescence, heparin fibrillization; 280,000 tested, 0.93% active; also: % is scaled to controls: 0 for no effect and ±100 for the full control effect; nearly all actives have a fitted effect of over 55% in size
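Human K18 P301L tau (15 uM unlabeled plus 0.24 uM Alexa 594-labeled, final) in 100 mM sodium acetate pH 7 was mixed with compound and 20 uM heparin and incubated 6 hr at 37 C.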
GAA inh: inhibitors of human lysosomal alpha-glucosidase; P10253; Potency, µM (titrated, usually from 76.9 µM), without a hit: at the highest dose activity change, negative = inhibition, actives largely listed as inhibitors; AID 1466; 200,000 tested, 0.005% active; purified human GAA, 4-MU-alpha-glucoside fluorescence;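 also: plate controls were uninhibited enzyme wells for no effect and no-enzyme background for full effect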
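Read-out is 4-methylumbelliferone fluorescence (Ex 365/Em 440 nm) after NaOH/glycine stop at pH 10. Enzyme 4 nM, substrate 400 uM, pH 5.0 citrate buffer, 20 min room temperature; AC50 from Hill-equation concentration-response.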
GAA spleen mod: lysosomal alpha-glucosidase (human) modulation. P10253. human spleen homogenate, 4-MU-alpha-glucoside fluorescence. Potency, µM (doses to about 79.9 µM), without a hit: at the highest dose activity change, negative = inhibition, hits mostly inhibitors. 240,000 tested, 0.006% active. AID 2112;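 also: 0% = enzyme with vehicle and -100% = no enzyme basal signal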
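Compounds were titrated against alpha-glucosidase in spleen homogenate at pH 5.0, with 1 mM 4-methylumbelliferyl substrate for 40 min at 37 C. Reactions were quenched with pH 10 NaOH/glycine and fluorescence measured.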
Epigenetic derep: regulators of epigenetic silencing causing reporter derepression in mouse cells. Potency, µM (doses to about 53.9 µM), for the others: top-dose GFP activation, most hits filed as activators. murine LDR cells, GFP reporter derepression, 30 h. 280,000 tested, 0.2% active; also: % of control where 0% means no effect; nearly all actives have a fitted effect of over 60% in size
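Derepression of a silenced CMV-GFP reporter in murine LDR cells is scored by enumerating GFP-positive cells with a laser-scanning microplate cytometer after 30 hours of treatment at 37 C.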
GAA glycogen: GAA glycogen-cleavage inhibition or activation; AID 2100; recombinant GAA, glycogen substrate, Amplex Red glucose oxidase fluorescence; 300,000 tested, 0.38% active; Potency, µM (series often up to 76.4 µM), for inactives: at the highest dose activity change, negative = inhibition, actives largely listed as inhibitors; P10253;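 also: 0% = full enzyme reaction and -100% = no-enzyme basal signal; the screen sought inhibitors and activators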
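qHTS, 1536-well; enzyme 4 nM final; cpd up to 77 uM; substrate bovine liver glycogen 30 ug; 50 mM citrate/phosphate pH 5.0, 0.01% Tween-20; 37 C, 40 min; Amplex Red detection 45 min RT; Hill fit → AC50.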
NPSR antag: antagonists of human neuropeptide S receptor cAMP signaling | Q6W5P4 | CHO-NPSR cells, cAMP TR-FRET, antagonist mode | Potency, µM (highest dose often 38.3 µM), without a hit: at the top dose activity change, negative = inhibition, hits mostly inhibitors | 220,000 tested, 1% active | AID 1461; also: % is scaled to controls: 0 for no effect and ±100 for the full control effect; nearly all actives have a fitted effect of over 50% in size; many of its hits are not listed in these tables
* = called active by the depositor; ? = inconclusive; nt = no result given; & = joins results of further samples; [ ] = remark or other dose. Unless noted, calls follow the shape of the dose curve; as a rule, active = well fitted curve in the direction sought with a large enough effect; inconclusive = small, poorly fitted or top-dose-only effect, or another doubt; inactive = no such curve, though single readings can be large; an effect the other way counts as inactive or inconclusive. Potency is read from the fitted curve at half-maximal effect.

SMILES	GLA spleen mod	ALDH1A1 inh	Tau fluor counter	GAA inh	GAA spleen mod	Epigenetic derep	GAA glycogen	NPSR antag
Cc1noc2ncnc(Oc3ccccc3Cl)c12	7%	-6%	6%	1%	0%	-2.3%	11%	7%
Cc1cccc(-c2c3c(=O)n(C)c(=O)n(C)c3cn2-c2ccccc2O)c1	-2%	?	4%	-23%	-1%	-0.3%	-10%	-21%[46.1 µM]
c1ccc2sc(NN=C3CCCCCC3)nc2c1	8%	?	?	7%	9%	-1.3%	?	-42%
CCS(=O)(=O)c1ccc2oc(SCC(=O)NC3CCCC(C)C3C)nc2c1 (stereo unspecified)	15%	3%	-4%	2%	14%	-4.7%	-14%	-23%[46.1 µM]
O=C(Nc1ccn(Cc2ccccc2F)n1)c1ccc(COc2ccc(Br)cc2)cc1	-13%	?	1%	-11%	-5%	14%	4%	-14%[46.1 µM]
CN=c1scc(-c2cccs2)n1/N=C/c1ccc(O)c(O)c1O	-6%	6.3µM*	20µM*[quencher]	?	3%	?	?	-51%
CCCc1nc2oc3c(=O)[nH]cnc3c2c2c1COC(C)(C)C2	1%	nt	4%	nt	-4%	0.0%	1%	-27%
NS(=O)(=O)c1ccc(N=Nc2c(-c3ccccc3)[nH]n(-c3nc(-c4ccccc4)cs3)c2=O)cc1	-6%	4%	8.9µM*[quencher]	-10%	6%	1.0%	8%	-3%[46.1 µM]
CCOC(=O)Cc1ccc(NCc2ccc(Cl)cc2)cc1	1%	0%	-28%	-1%	-2%	0.5%	-10%	-20%
CCOC(=O)C1CCN(c2cc(=O)n(C3CCCCC3)c(=O)[nH]2)CC1	9%	?	-7%	3%	-5%	-1.0%	2%	3%[46.1 µM]
Cn1c(SCC(N)=O)nnc1C1CCN(C(=O)NCc2ccccc2)CC1	2%	5%	0%	-6%	-1%	-0.2%	-1%	-8%[46.1 µM]
COc1ccc(C(=O)NC2=NCCS2)cc1S(=O)(=O)N1CCCCC1C (stereo unspecified)	-6%	-4%	-14%	2%	2%	-0.6%	4%	12%
CCC(Oc1ccccc1)C(=O)Nc1nc2c(s1)C(=O)CC(C)(C)C2 (stereo unspecified)	-12%	13µM*	-6%	-7%	-5%	0.0%	-6%	-17%[46.1 µM]
COc1ccc(C2CC(=O)c3ccc(OC)cc3O2)cc1 (stereo unspecified)	5%	-2%	2%	nt	5%	1.8%	nt	nt
COc1ccc(NC(=O)/C=C/c2ccc(OC)c(OC)c2)cn1	-3%	-15%	-16%	?	-1%	-2.4%	2%	25%
Cn1c(=O)c(C(=O)NCC2CCCO2)c(O)c2ccccc21 (stereo unspecified)	-7%	-3%	-5%	6%	-3%	1.6%	18%	10%
Cn1c(C(=O)O)ccc1S(=O)(=O)N1CCCCCC1	-1%	nt	-16%	nt	0%	-2.1%	8%	4%
CCCCC(CC)CNS(=O)(=O)c1ccc2c(c1)CCN2C(=O)CCC(=O)O (stereo unspecified)	6%	?	-7%	2%	0%	3.4%	5%	?
CN(C)CCOCCOc1ccc(Cl)cc1C(C)(C)C	6%	-12%	-4%	3%	4%	-0.2%	1%	37%
CN(C)S(=O)(=O)c1ccc(C(=O)Nc2nnc(-c3cccs3)o2)cc1	-4%	10%	-3%	-10%	3%	-0.5%	?	-21%

In a second layout: 5 of the compounds above
Each structure is followed by: GLA spleen mod, ALDH1A1 inh, Tau fluor counter, GAA inh, GAA spleen mod, Epigenetic derep, GAA glycogen, NPSR antag
> Cn1c(=O)c(C(=O)NCC2CCCO2)c(O)c2ccccc21 (stereo unspecified)
  -7%, -3%, -5%, 6%, -3%, 1.6%, 18%, 10%
> Cn1c(C(=O)O)ccc1S(=O)(=O)N1CCCCCC1
  -1%, nt, -16%, nt, 0%, -2.1%, 8%, 4%
> CCCCC(CC)CNS(=O)(=O)c1ccc2c(c1)CCN2C(=O)CCC(=O)O (stereo unspecified)
  6%, ?, -7%, 2%, 0%, 3.4%, 5%, ?
> CN(C)CCOCCOc1ccc(Cl)cc1C(C)(C)C
  6%, -12%, -4%, 3%, 4%, -0.2%, 1%, 37%
> CN(C)S(=O)(=O)c1ccc(C(=O)Nc2nnc(-c3cccs3)o2)cc1
  -4%, 10%, -3%, -10%, 3%, -0.5%, ?, -21%

Additional structures.
SMILES	GLA spleen mod	ALDH1A1 inh	Tau fluor counter	GAA inh	GAA spleen mod	Epigenetic derep	GAA glycogen	NPSR antag
CCc1ccccc1S(=O)(=O)Cc1ccc(C(=O)NCC2CCCO2)o1 (stereo unspecified)	-6%	0%	-5%	0%	-6%	-1.1%	-5%	-5%[46.1 µM]
Cc1ccc(S(=O)(=O)NC(CC(=O)NCc2ccco2)c2ccco2)cc1 (stereo unspecified)	4%	25µM*	-10%	-5%	-4%	0.4%	8%	-21%[46.1 µM]
Cc1ccc(OCc2nnc(SCC(=O)N3CCOCC3)n2C)cc1	-6%	-1%	5%	-1%	-7%	-1.1%	3%	-6%[46.1 µM]
O=c1[nH]c(/C=C/c2ccc(Br)cc2)nc2c1cnn2-c1ccccc1	9%	20%	-8%	11%	8%	1.1%	-2%	-6%
O=C(Nc1ccc(CN2CCCCC2)cc1)Nc1ccc(Br)cc1Cl	6%	-16%	?	-2%	-3%	0.0%	13%	-52%
CCCCOc1ccccc1C(=O)NCCCCCC(=O)O	7%	22%	-5%	-5%	9%	-0.8%	0%	-14%[46.1 µM]
Nc1nnc(SCC(=O)c2ccc([N+](=O)[O-])cc2)s1	4%	2.8µM*	-18%	-1%	-2%	5.4%	?	12%
NS(=O)(=O)c1ccc(CNC(=O)C2CCCCC2)cc1	7%	3%	4%	-7%	3%	0.0%	3%	0%[46.1 µM]
Cc1ccc(-c2nnn(CC(=O)N(c3ccc4c(c3)OCCO4)C(C(=O)NCC3CCCO3)c3ccc(F)cc3)n2)o1 (stereo unspecified)	7%	12%	-4%	-6%	nt	4.4%	-2%	-11%
Cc1ccccc1NC(=O)Cn1nnc(C(=O)NCc2ccco2)c1N	0%	6%	8%&-12%	-10%	1%	5.0%&3.8%	5%	18%
C1=CCC(/C=N/n2cnnc2)CC1 (stereo unspecified)	4%	-4%	6%	5%	1%	0.0%	3%	4%[46.1 µM]
NS(=O)(=O)c1ccc(N/N=C/c2ccc(C(=O)O)cc2)c([N+](=O)[O-])c1	-5%	nt	-20%	nt	-4%	0.1%	2%	4%
O=C(CCCN1C(=O)c2cccc3cccc(c23)C1=O)NCc1ccco1	-4%	1%	-3%	?	13%	0.9%	21%	14%
COCCN(C(=O)CNC(=O)c1ccco1)C(C(=O)NC1CCCCC1)c1cccs1 (stereo unspecified)	6%	-3%	0%	-7%	3%	-1.2%	4%	-6%[46.1 µM]
Cn1c(Cc2ccc3c(c2)OCO3)nnc1SCC(=O)NC1CCCC1	7%	1%	-4%	-2%	-16%	-1.8%	9%	8%
COc1ccc(Cc2c(N)nc(C)nc2N)cc1	6%	7%	-2%	-5%	2%	2.6%	-5%	14%
COCCn1c(N/N=C(C)/C=C/c2ccccc2)nc2c1c(=O)[nH]c(=O)n2C	-4%	9%	-9%	0%	-5%	0.1%	-22%	25%
CCC(C)C(=O)Nc1nc(C)c(-c2csc(Nc3cc(Cl)ccc3OC)n2)s1 (stereo unspecified)	6%	?	13µM*[quencher]	1%	10%	0.0%	-11%	-11%[46.1 µM]
Cc1oc(-c2ccccc2)cc1C(=O)Nc1cccc(C(=O)O)c1	-6%	?	-7%	1%	-7%	0.8%	5%	-17%[46.1 µM]
C=CCn1c(COc2ccc(Cl)cc2)nnc1SCC(=O)NCC(=O)OCC	-2%	?	-13%	-2%	-4%	-0.7%	1%	-17%[46.1 µM]
CCOC(=O)c1sc(NC(=O)Nc2ccc(Cl)cc2)cc1C	10%	7%	3.2µM*[quencher]	-5%	-1%	1.4%	-2%	?
CCCOC(=O)C(C)n1c(-c2ccccc2)nc2ccccc2c1=O (stereo unspecified)	1%	0%	-25%	-4%	-1%	-1.2%	-2%	?
COC(=O)C(NC(=O)c1ccc(OC)cc1)(Nc1ncc(S(=O)(=O)c2ccc([N+](=O)[O-])cc2)s1)C(F)(F)F (stereo unspecified)	6%	-9%	?	-14%	-4%	2.9%	-4%	?
COCC(C)n1c(C)cc(C(=O)COC(=O)c2ccc3c(c2)NC(=O)CS3)c1C (stereo unspecified)	1%	-2%	-23%	-3%	5%	0.0%	2%	16%
O=c1[nH]c2cc3c(cc2cc1CN(Cc1nnnn1CC1CCCO1)C1CCCCC1)OCO3 (stereo unspecified)	6%	?	-6%	12%	-5%	-1.0%	-23%	-18%[46.1 µM]
O=C1CC(c2cccc(Oc3ccccc3)c2)NC(=O)N1 (stereo unspecified)	-4%	-2%	3%	1%	2%	-2.7%	6%	-6%[46.1 µM]
COc1ccc(Cl)cc1NC(=O)C1CCCN(c2cc(C)nc3ncnn23)C1 (stereo unspecified)	6%	1%	-5%	7%	5%	-0.7%	8%	-3%[46.1 µM]
CCc1nc(N[C@@H](Cc2c[nH]c3ccccc23)C(=O)O)c2oc3ccccc3c2n1	6%	3%	-13%	0%	-1%	-1.0%	3%	-12%[46.1 µM]
COc1ccc(/C=N/Nc2ccc([N+](=O)[O-])cc2S(=O)(=O)N2CCN(C)CC2)cc1	-1%	4%	-7%	-4%	-7%	?	6%	-13%
Cc1ccc(NC(=O)c2ccco2)cc1C	7%	-1%	-2%	-6%	0%	1.4%	3%	28%[46.1 µM]
CCOc1ccc(C(=O)NC(C(=O)NCc2ccccn2)C(C)C)cc1 (stereo unspecified)	2%	4%	-4%	8%	1%	0.0%	1%	-4%[46.1 µM]
COc1ccc(NC(=O)N(Cc2ccc3c(c2)OCO3)C2CC(=O)N(c3ccc(OC)cc3)C2=O)cc1 (stereo unspecified)	1%	8%	-12%	-14%	-2%	0.8%	2%	-11%[46.1 µM]
Cc1nc(NC(=O)c2ccco2)sc1-c1csc(Nc2ccc(Cl)cc2)n1	1%	-5%	?	2%	-9%	0.9%	-26%	-8%[46.1 µM]
CCCCN(CCCC)S(=O)(=O)c1ccc(NC(=O)Cc2cccs2)cc1	4%	?	7%	-9%	-4%	0.0%	-16%	?
O=C(NNc1c2ccccc2nc2ccccc12)C(O)c1ccccc1 (stereo unspecified)	14%	nt	?	nt	7%	-1.7%	?	10µM*

Some of the compounds tested; rates above refer to the full screens.
